# Assay outcomes: PubChem, several laboratories
# MITF TRPM1 HTS – MITF TRPM1 promoter activation in melanoma cells | SK-MEL-5 TRPM1-promoter luciferase, 24 h; % of positive control, neutral wells = 0 | AID 588334 | 300,000 compounds, 0.75% hits | activation, % at 12.5 µM;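 active means mean activation of at least 80% with every replicate also reaching 80%; inconclusive means mean reaches 80% but some replicate falls short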;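 further: 0% = neutral control wells and 100% = parthenolide positive control wells; values of inactives mirror those of a sister screen read the other way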
# SR-BI DiI inh – blocks mouse SR-BI lipid uptake from DiI-HDL. Q61009. ldlA[mSR-BI] CHO cells, DiI-HDL uptake fluorescence, 3 h. inhibition, % at 12.5 µM. 320,000 compounds, 0.96% hits. AID 488896;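 active means mean replicate inhibition of at least 70% and a set share of replicates each scoring 70 or more; inconclusive means meets just one of the two criteria; inactive means fails both criteria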;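 further: 0% = median of neutral control wells and 100% = median of positive control wells; values of inactives mirror those of a sister screen read the other way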
# Target sequence (Q61009 whole entry, looked up): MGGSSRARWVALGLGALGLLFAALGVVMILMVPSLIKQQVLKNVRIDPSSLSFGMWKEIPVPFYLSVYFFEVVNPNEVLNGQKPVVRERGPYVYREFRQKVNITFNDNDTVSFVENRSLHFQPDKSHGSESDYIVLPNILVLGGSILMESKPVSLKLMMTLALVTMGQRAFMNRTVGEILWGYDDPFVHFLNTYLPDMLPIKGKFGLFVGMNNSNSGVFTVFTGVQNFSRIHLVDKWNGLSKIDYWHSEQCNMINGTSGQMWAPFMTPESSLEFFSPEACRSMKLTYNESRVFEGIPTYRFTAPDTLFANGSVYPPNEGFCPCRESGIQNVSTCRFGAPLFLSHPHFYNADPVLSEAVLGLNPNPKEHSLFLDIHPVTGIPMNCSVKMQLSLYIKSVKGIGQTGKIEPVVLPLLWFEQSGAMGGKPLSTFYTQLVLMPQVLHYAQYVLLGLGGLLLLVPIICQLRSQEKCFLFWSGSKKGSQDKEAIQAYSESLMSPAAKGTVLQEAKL
# phage Ecoli inh – E. coli growth loss with phage present; inhibition, % at 11.9 µM; AID 651602; growth absorbance; 360,000 compounds, 0.26% hits; in the data active means inhibition above about 11%
# E coli growth – bacterial growth inhibition, counter-screen for AddAB inhibitors. E. coli V3065 growth, OD600 absorbance, 18 h. inhibition, % at 11.9 µM. 330,000 compounds, 0.27% hits;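 active means inhibition above the campaign's mean inhibition across all tested compounds plus 3 SD, cut at about 9.9% in these data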;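 further: uninfected addAB+ strain grown without phage in ampicillin broth; 0% = DMSO wells and 100% = ciprofloxacin 0.95 µg/ml wells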
# CAL PDZ FP-1 – blocks peptide binding to the human CAL PDZ domain. purified CAL PDZ, TMR-peptide fluorescence polarization, 1 h. inhibition, % at 24.9 µM. 300,000 compounds, 0.92% hits. AID 602252;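 active means mean inhibition of at least 30% with at least half of replicates also reaching 30%; inconclusive means no clear call, values can overlap the other calls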;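 further: 0% = DMSO neutral control and 100% = excess unlabeled competitor peptide PRC23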
# Wnt bcat act – activates Wnt/beta-catenin signaling in a reporter cell assay. activator, plate reader. activation, % at 9.35 µM. 300,000 compounds, 1.2% hits; in the data active means activation above about 30%, passing the limit was not always enough; inconclusive means no clear call, values can overlap the other calls;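 further: 0% = neutral control wells and 100% = positive control wells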
# Tat export inh – E. coli Tat transport inhibition; E. coli MC4100 TorA-mCherry Tat export, fluorescence; inhibition, % at 10 µM; 340,000 compounds, 0.036% hits;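 active means mean replicate inhibition at least 50% and at least half of replicates individually reaching 50%; inconclusive means only one of the two criteria met; inactive means neither criterion met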;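 further: exported cargo escapes ClpAP degradation while cytoplasmic cargo is degraded and loses fluorescence; 0% = median of neutral control wells and 100% = median of NaSCN control wells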
# AddAB inh – less growth of phage-infected E. coli with AddAB. E. coli expressing H. pylori AddAB, absorbance growth. inhibition, % at 11.9 µM. 330,000 compounds, 0.29% hits; in the data active means inhibition above about 12%;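 further: 0% = vehicle wells of infected cells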
# SR-BI DiI-HDL act – enhances SR-BI lipid uptake from DiI-HDL; CHO ldlA[mSR-BI] cells, DiI-HDL uptake fluorescence, 3 h; 100 = double the neutral-control signal; activation, % at 12.5 µM; 320,000 compounds, 0.096% hits;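 active means mean replicate activation of at least 60% and every replicate at or above 60%; inconclusive means mean or all-replicate condition met, but not both; inactive means mean below 60% and not all replicates reaching 60%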;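 further: 0% = median plate neutral-control signal and 100% = twice that signal; values of inactives mirror those of a sister screen read the other way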
#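 System: CHO ldlA[mSR-BI] cells / Medium: HEPES-buffered (25 mM, pH 7.4) F12 plus 0.5% BSA / Probe or stimulus: labelled HDL, 10 µg/mL / Doses: single compound concentration, delivered by pin transfer / Schedule: 3 h, 37 °C / Measured by: DiI fluorescence, bottom read / Measure: cell-associated DiI fluorescence as measure of HDL uptake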
# CAL PDZ FP-2 – blocks peptide binding to human CAL PDZ domain; Q9HD26; purified CAL PDZ, TMR-peptide fluorescence polarization, 1 h; inhibition, % at 20 µM; 330,000 compounds, 0.02% hits; AID 504414;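 active means highest replicate inhibition of at least 40%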;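 further: plate controls were DMSO neutral control wells for no effect and unlabeled competitor peptide control wells for full effect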
#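 Read-out basis: mP drop reported as inhibition | Assay system: Tagged CAL PDZ protein CerCALP, purified | Benchmarks: Unlabelled peptide for full inhibition, DMSO wells as neutral | Schedule: 1 h incubation at room temperature before polarization reading | Buffer or medium: Sodium phosphate/NaCl buffer pH 7.4 with TCEP, IgG, Thesit | Doses: Single point, 20 µM | Measured by: Fluorescence polarization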
# * marks the source's active call; other numbers are inactive results; ? = inconclusive; · = not tested or not shown.
SMILES,MITF TRPM1 HTS,SR-BI DiI inh,phage Ecoli inh,E coli growth,CAL PDZ FP-1,Wnt bcat act,Tat export inh,AddAB inh,SR-BI DiI-HDL act,CAL PDZ FP-2
CCOc1ccc(C(=O)NNC2CC(=O)N(Cc3ccc(Cl)cc3)C2=O)cc1OC (centres undefined),2,31,0.9,-0.6,2,-2,2,-1.2,-31,-0.2
CCN1CCSc2ccc(C(=O)NCc3cccc(F)c3)cc21,-4,47,3.4,-0.4,-3,0,-1,0.0,-47,-2.2
CCOCCCn1c(SCC(=O)/C(C#N)=C(\C)N)nc2ccccc2c1=O,13,-14,3.1,0.9,-4,-3,-3,0.0,14,-1.0
N#CCSc1nc2cc(C(=O)N3CCCC3)ccc2c(=O)n1Cc1ccccc1,-19,6,-0.5,-0.3,-1,·,11,-3.2,-6,·
CCOC(=O)[C@H]1[C@H]2COc3ccc(Cl)cc3[C@@H]2N2C(=O)CN(Cc3ccc(F)cc3)C(=O)[C@@]12C,-3,2,0.6,-0.5,-2,1,-3,0.8,-3,-1.2
Cc1cc2c3c([nH]c2cc1S(=O)(=O)N1CCC2(CC1)OCCO2)CCCC3=O,-16,21,3.7,-0.5,-4,-3,-6,3.5,·,-3.6
CCN(CC)c1ccc(/C=N/n2c(-c3ccccc3Br)n[nH]c2=S)cc1,·,2,4.2,0.3,·,0,-1,-0.9,-2,0.5
Cc1nc(S/C(=C\c2ccc(-c3ccc(C(=O)O)c(Cl)c3)o2)C(=O)O)n[nH]1,6,-21,2.8,·,0,10,-2,·,21,-1.3
COc1ccc(OC)c(-c2cc(C(=O)Nc3c(C)nn(Cc4ccccc4C)c3C)no2)c1,0,67,·,-2.9,-6,-1,13,-2.5,-67,·
COc1ccc(C)cc1-n1nnnc1SCC(=O)NC(=O)NCc1ccco1,4,19,2.5,1.0,-3,-3,0,1.7,-19,-1.8
CNC(=O)CCSSCCC(=O)NC,0,0,0.4,0.9,8,0,-2,1.7,0,·
CC1=C(C(=O)OCc2ccccc2)C(c2ccccc2Cl)NC(=O)N1C (centres undefined),-1,-11,0.6,0.7,0,-2,9,0.7,11,-1.0
O=C(NNc1ncccc1Cl)c1c(Cl)cccc1Cl,-6,-8,2.9,-0.2,6,3,8,1.5,8,-1.2
COc1ccc2c(/C=N/NS(=O)(=O)c3ccc(C)cc3)c[nH]c2c1,-4,11,-0.5,0.5,5,0,0,-1.5,-11,-0.6
Nc1ccc(CCc2nc3ccccc3o2)cc1,72,-9,0.2,-1.4,0,·,-1,-2.0,9,-2.3
O=C(CN1CCCCCC1)NCc1ccccc1,6,-4,3.6,0.0,·,0,-2,-0.3,4,-2.3
O=C(COC(=O)CC(c1ccccc1)c1ccccc1)Nc1cccc(F)c1,8,-5,1.3,0.2,-4,2,2,3.4,5,-0.2
CC(C)(C)c1cc(C(=O)N/N=C/c2ccccc2O)n(-c2ccccc2)n1,-44,100*,-1.5,-1.4,-2,-3,0,5.0,-100,-0.3
CCOc1ccc(NC(=O)CN(C)C(=O)c2cc(C3CC3)nn2-c2ccccc2)cc1OCC,-10,31,5.5,·,-2,11,5,·,-31,-0.1
O=C(CN1C(=O)C2C3C=CC(C3)C2C1=O)Nc1nc(-c2ccccn2)cs1 (centres undefined),-14,-10,-2.8,-4.4,-2,·,-4,-4.5,10,-0.8

# Continued, starting with the last 2 of the part before.
SMILES,MITF TRPM1 HTS,SR-BI DiI inh,phage Ecoli inh,E coli growth,CAL PDZ FP-1,Wnt bcat act,Tat export inh,AddAB inh,SR-BI DiI-HDL act,CAL PDZ FP-2
CCOc1ccc(NC(=O)CN(C)C(=O)c2cc(C3CC3)nn2-c2ccccc2)cc1OCC,-10,31,5.5,·,-2,11,5,·,-31,-0.1
O=C(CN1C(=O)C2C3C=CC(C3)C2C1=O)Nc1nc(-c2ccccn2)cs1 (centres undefined),-14,-10,-2.8,-4.4,-2,·,-4,-4.5,10,-0.8
COC(=O)/C(C#N)=C1/SC=C(C)N1c1ccccc1,-5,-14,5.4,-0.6,-6,0,5,2.6,14,0.4
O=C(C[C@@H]1C/C=C\CCC(=O)OC[C@@H]2CCCN2C1=O)N[C@@H](CO)Cc1ccccc1,2,6,0.3,-1.8,-1,2,-2,3.0,7,-1.1
CC(C)S(=O)(=O)c1csc(C(=O)Nc2ccc(F)cc2)c1N,·,-6,3.8,1.9,-5,?,-6,2.4,6,-0.4
CN(C)/N=C/c1ccc([N+](=O)[O-])cc1[N+](=O)[O-],-15,7,3.8,-0.1,-1,0,0,5.0,-7,0.5
COc1ccc(NC(=O)CN(C)S(=O)(=O)c2ccccc2)c([N+](=O)[O-])c1,20,18,2.8,2.1,·,·,-1,2.2,-18,-1.3
CC(=O)n1cc([C@@H]2C=C(C(=O)N3CCOCC3)O[C@H](OCCCCO)C2)c2ccccc21,-16,-4,1.5,0.2,-3,-1,-4,2.8,4,-0.9
O=C(Nc1ccccc1Cl)NN1CCCCCC1,18,7,3.1,·,-16,7,5,·,-7,-0.8
O=C(CSc1nnc(-c2ccncc2)n1-c1ccc(F)cc1)NC(=O)NCc1ccco1,-6,-10,-0.6,-1.7,5,-2,2,-3.4,10,0.2
OC1(c2ccc(Br)cc2)CCN(Cc2cccc(Br)c2)CC1,·,5,-0.2,1.2,-5,-2,4,3.3,-5,-0.6
COc1cccc(CC(=O)OC(C)C(=O)Nc2ncc(Cl)cc2Cl)c1 (centres undefined),0,-7,0.6,1.6,-3,-2,0,3.9,7,-2.5
O=C1/C(=C/c2cccc3ccccc23)CCCc2ccccc21,52,22,1.8,-1.4,3,42*,15,0.0,-22,-1.7
Cc1c(N=Nc2ccc(O)cc2)c(=O)n(-c2ccccc2)n1C,-1,0,0.9,1.2,2,1,3,2.0,0,-0.3
O=C1c2ccccc2C(O)(c2ncc[nH]2)N1C1CCCCC1 (centres undefined),8,-12,-2.5,0.8,-1,·,-2,1.9,12,0.0
O=C(O)CN1C(=O)C2(OCCCO2)c2ccccc21,7,-15,2.3,-1.7,-2,·,-16,-0.6,15,0.0
CC(C)(C)S(=O)(=O)N1C[C@@H]2CC/C=C\C/C(c3ccccc3)=C\2[C@H]1CCO,3,-10,0.1,·,-9,-1,0,·,10,-1.4
O=C(CSc1ccc2c(c1)OCCO2)Nc1ccc(Cl)cn1,·,-26,4.1,-0.8,-2,·,0,1.9,26,-3.7
O=C(CN1C(=O)NC(c2ccccc2)(c2ccccc2)C1=O)NCCNCCO,·,-10,-1.5,-0.4,2,-1,-1,0.8,10,0.8
C=CCc1cccc2ccc(=O)oc12,5,-7,2.7,-1.2,-2,-2,9,1.5,7,-1.7
Cc1ccc(C(=O)N/C(=C\c2cn(C)c3ccccc23)C(=O)NCCCn2ccnc2)cc1,-12,-11,1.3,-2.8,-3,1,7,2.4,11,-1.6
CCOC(=O)c1c(NC(=O)CC2Nc3cc(C)c(C)cc3NC2=O)sc(C)c1C (centres undefined),7,-35,1.7,-1.1,-4,-1,-11,3.5,35,-1.1
C=CCOc1c(Br)cc(/C=C2/NC(=S)N(C(C)=O)C2=O)cc1OC,15,14,4.7,-1.5,-3,-3,3,-1.6,-14,-3.2
COc1ccc(OC)c(NC(=O)NC2CCCCCCC2)c1,11,13,2.8,·,-9,0,7,·,·,-0.1
O=C(CN1C(=O)NC2(CCCCCCC2)C1=O)Nc1ccc(Br)cc1,30,12,1.7,3.1,-1,-5,-4,5.3,-12,-1.1
COc1ccc(-c2csc(Nc3cccc(C)n3)n2)cc1C,·,68,1.7,·,-3,37*,2,·,-68,0.9
CCN1CCN(C(=O)NS(=O)(=O)c2ccc(C)cc2)CC1,10,-4,0.5,·,-4,-2,-2,·,4,-0.3
COCCCn1cnnc1SC(C)C(=O)Nc1ccc(S(=O)(=O)N2CCOCC2)cc1 (centres undefined),·,-11,1.4,0.8,-1,6,3,0.7,11,-0.6
O=C(/C(=N\O)n1cncn1)c1ccc(Br)cc1Br,11,-4,3.7,2.3,·,-1,1,0.9,4,-2.6
O=C(O)CCn1c(C2CCCCC2)nc2ccccc21,9,-10,1.0,-1.2,-10,·,-11,-1.4,10,·
Cc1ccc(NC(=O)CN(C)C(=O)COC(=O)c2ccc(Cl)cc2O)cc1,-7,-16,1.6,-4.9,7,-2,1,-1.8,16,-0.8
CN(C)S(=O)(=O)N(CC(=O)N1CCC(Cc2ccccc2)CC1)c1ccccc1,1,11,1.5,-2.4,-3,-1,-3,-0.9,-11,-0.7
O=C(c1ccccc1)N1CCN(C(=O)c2nn3c(C(F)(F)F)cc(-c4ccccc4)nc3c2Br)CC1,-19,61,1.4,1.6,-2,-3,-8,-0.5,-61,-3.6
CCCCOc1ccc(C(=O)NCC(=O)N2CC(C)CC(C)C2)cc1 (centres undefined),-4,11,8.3,-1.9,·,-5,12,-2.1,-11,-0.3
CC(=O)O/N=C(/c1nonc1N)N1CCN(c2ccc([N+](=O)[O-])cc2Cl)CC1,-1,-14,2.1,-0.1,-3,-1,0,1.0,14,-2.4
CCOc1cc(C2/C(=C(/O)c3ccc(OC(C)C)cc3)C(=O)C(=O)N2CCCOC)ccc1O (centres undefined),-5,-8,3.9,1.2,0,·,-6,2.8,8,0.0
CCOc1ccc(-n2ccnc(SCC(=O)NC3CCCC3)c2=O)cc1,7,11,-1.2,-0.7,-4,0,4,3.1,-11,-1.5
CCOc1ccccc1OCC(=O)Nc1cc(S(=O)(=O)N2CCCCC2)ccc1OC,-8,49,3.5,0.2,-1,-2,3,-0.7,-49,-4.0
CCn1c(CN2C(=O)CSc3ccccc32)n[nH]c1=S,9,-12,3.2,1.5,-5,-1,-5,0.2,12,-0.5
CC(C)n1cnc2c(=S)nc[nH]c21,11,-17,4.0,0.9,-3,0,-7,-1.2,17,1.3
COc1ccc(NC(=O)N(CCO)Cc2cc3c(C)cc(C)cc3[nH]c2=O)cc1,-14,18,3.3,-0.2,-3,·,5,1.1,-18,-1.3
OCCN1CCN(CC(O)COC(c2ccc(F)cc2)c2ccc(F)cc2)CC1 (centres undefined),14,-16,0.8,-3.7,·,-4,12,-4.4,16,0.8
O=C1CC(N2CCN(c3ccc(F)cc3)CC2)C(=O)N1Cc1ccccc1 (centres undefined),·,4,0.1,-2.1,-2,0,7,0.0,-4,-4.3
CCc1ccc(S(=O)(=O)c2nnn3c2nc(NCCNC(C)=O)c2ccccc23)cc1,-16,-2,3.5,1.3,-3,-2,-8,4.4,2,-1.6
CN(CC(=O)Nc1ccc(F)c(F)c1F)C(=O)C1CSC2(C)CCC(=O)N12 (centres undefined),0,-9,2.5,0.0,-3,-2,-1,0.3,9,-0.5
CC[N+](C)(CC)CC(=O)OCC1C(C)C=C(C)CC1C (centres undefined),·,20,-0.3,-1.7,-1,4,-8,0.4,-20,1.3
